# L3MBTL1 inh: L3MBTL1 (human) inhibition; Q9Y468; AlphaScreen L3MBTL1–H3K9me1 peptide binding; Potency, µM (highest dose often 57.1 µM), for inactives: at the top dose activity, negative = inhibition, hits mostly inhibitors; 230,000 compounds, 0.66% hits; AID 485360; note: % is set by controls: 0 for no effect and ±100 for the full control effect; nearly all actives have a fitted effect of over 60% in size
#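 AlphaScreen assay: L3MBTL1 (50 nM final) was preincubated 30 min at room temperature with biotinylated H3(1-15)K9me1 peptide (75 nM final), then 30 min with library compounds; streptavidin donor and nickel chelate acceptor beads (10 ug/mL final) added, 30 min dark.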
# TRb-SRC2 inh: disrupts binding of human TR beta to SRC2. P10828. TRbeta-SRC2 peptide binding, fluorescence polarization; receptor liganded with 1 µM T3. Potency, µM (doses to about 106 µM), for the others: top-dose activity change, negative = inhibition, hits mostly inhibitors. 280,000 compounds, 0.065% hits. AID 1469;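 note: plate controls were bound peptide for no effect and peptide without receptor for full effect; nearly all actives have a fitted effect of over 50% in size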
#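 Polarization signal, normalized between peptide-alone and full complex controls, measured compound effects on T3-liganded human TRb LBD (0.6 uM) binding 20 nM Texas Red SRC2 peptide after 5 hr.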
# Tau fluor counter: counter-screen for tau fibril formation inhibitors | tau K18 P301L Alexa594 fluorescence, heparin fibrillization | Potency, µM (series often up to 57.7 µM), for inactives: top-dose activity change, negative = decrease | 280,000 compounds, 0.93% hits | AID 1463; note: % is set by controls: 0 for no effect and ±100 for the full control effect; nearly all actives have a fitted effect of over 55% in size
#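 Human tau K18 P301L (15 uM unlabeled, 0.24 uM Alexa 594-labeled) in 100 mM sodium acetate pH 7 with 20 uM heparin, 6 hr at 37 C. ThT 30 uM added, 1 hr ambient; Alexa 594 FP and total fluorescence read at 555/632 nm.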
# Tau FP inhib: tau fibrillization inhibition (FP) | P10636 | K18 P301L tau heparin fibrillization, Alexa594 FP, 6 h | Potency, µM (titrated, usually from 57.7 µM), for inactives: at the top dose activity, negative = inhibition, most hits filed as inhibitors | 280,000 compounds, 0.39% hits; note: % is set by controls: 0 for no effect and ±100 for the full control effect; nearly all actives have a fitted effect of over 55% in size
# Target sequence (P10636 561-689 P618L limits assumed): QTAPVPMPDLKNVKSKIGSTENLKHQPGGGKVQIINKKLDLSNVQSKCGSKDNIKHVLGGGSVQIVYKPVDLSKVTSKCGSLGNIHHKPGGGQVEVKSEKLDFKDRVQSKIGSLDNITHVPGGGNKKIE
#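 Human tau K18 […] P301L fragment, 15 uM unlabeled plus 0.24 uM Alexa 594-labeled tau (final), with compound and 20 uM heparin in 100 mM sodium acetate pH 7; 6 hr at 37 C, then Alexa 594 FP read.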
# HTT cytoprotect: Huntington cell model cytoprotection by ATP luminescence; PC12 HTT-Q103 induced, cytoprotection, ATP luminescence, 40 h; Potency, µM (doses to about 56.4 µM), without a hit: cytoprotection (ATP increase), actives largely listed as activators; 230,000 compounds, 0.14% hits; AID 1471;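 note: % of control where 0% means no effect; nearly all actives have a fitted effect of over 45% in size; toxic huntingtin expression switched on by the ecdysone agonist tebufenozide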
#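 Stable PC12 Q103-GFP cells in serum-supplemented, phenol red-free DMEM; induction by tebufenozide at 100 nM final; compound dose series; cell viability quantified luminescently from ATP.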
# TR SRC2 fluor cs: counter-screen for TRb-SRC2 inhibitors: fluorescence interference; TRb/SRC2 Texas Red total fluorescence interference; Potency, µM (highest dose often 106 µM), for inactives: at the top dose fluorescence change, negative = quenching; 280,000 compounds, 0.29% hits; AID 1479; active = well fitted curve in either direction with a large enough effect; inconclusive = small, poorly fitted or top-dose-only effect; note: % is set by controls: 0 for no effect and ±100 for the full control effect
#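 Human TRb ligand-binding domain at 0.6 uM with 20 nM Texas Red SRC2 peptide in Tris buffer containing 1 uM T3 and 5% DMSO, incubated with compound 5 h at ambient temperature. Total fluorescence (555/632 nm) calculated as parallel + 2 × perpendicular.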
# Tau ThT inhib: tau fibrillization inhibition (ThT binding); recombinant tau K18 P301L (four-repeat tau fragment), heparin-induced fibrillization, ThT fluorescence; AID 1460; P10636; Potency, µM (highest dose often 57.4 µM), for inactives: top-dose activity, negative = inhibition, hits mostly inhibitors; 270,000 compounds, 2.1% hits; note: % is set by controls: 0 for no effect and ±100 for the full control effect; nearly all actives have a fitted effect of over 55% in size
#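 Recombinant human tau K18 fragment […] carrying P301L, 15 uM unlabeled plus 0.24 uM Alexa 594-labeled, was fibrillized with 20 uM heparin in 100 mM sodium acetate pH 7 for 6 hr at 37 C; 30 uM ThT fluorescence read after 1 hr.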
# RECQ1 helicase: blocks DNA unwinding by human RECQ1; P46063; RECQ1 DNA unwinding, red fluorescence kinetic read; Potency, µM (series often up to 57.3 µM), without a hit: at the top dose activity, negative = inhibition, usual class: inhibitors; 240,000 compounds, 0.54% hits; AID 2549;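 note: plate controls were vehicle for no effect and no enzyme for full effect; nearly all actives have a fitted effect of over 30% in size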
# Target sequence (P46063 whole entry, looked up): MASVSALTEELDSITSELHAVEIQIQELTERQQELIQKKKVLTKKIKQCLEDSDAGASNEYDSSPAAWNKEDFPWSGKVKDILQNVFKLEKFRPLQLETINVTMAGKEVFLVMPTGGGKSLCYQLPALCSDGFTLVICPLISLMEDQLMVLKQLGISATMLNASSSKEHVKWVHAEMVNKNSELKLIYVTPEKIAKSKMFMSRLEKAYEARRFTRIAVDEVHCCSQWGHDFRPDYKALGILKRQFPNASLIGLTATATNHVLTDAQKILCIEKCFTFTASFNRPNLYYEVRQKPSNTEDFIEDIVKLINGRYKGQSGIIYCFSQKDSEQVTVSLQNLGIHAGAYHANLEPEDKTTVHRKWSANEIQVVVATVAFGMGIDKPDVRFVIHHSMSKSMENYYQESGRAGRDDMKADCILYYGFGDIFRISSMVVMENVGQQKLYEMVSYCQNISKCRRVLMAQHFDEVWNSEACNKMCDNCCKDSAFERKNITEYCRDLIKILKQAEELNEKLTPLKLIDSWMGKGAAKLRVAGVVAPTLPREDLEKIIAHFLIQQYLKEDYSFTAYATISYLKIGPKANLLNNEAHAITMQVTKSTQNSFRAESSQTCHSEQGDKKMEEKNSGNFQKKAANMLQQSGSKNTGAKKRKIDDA
#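 50 nM RECQ1T1 preincubated 15 min with compound in Tris pH 8.0 buffer with MgCl2, DTT, Tween-20 and 2.5 ug/ml poly(dI-dC); started with 200 nM TAMRA/BHQ-2 forked duplex and 2 mM ATP. Unwinding read as fluorescence (525/598 nm), two reads 2 h apart.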
# Numbers without * were called inactive; i = inactive; u = inconclusive; x = not tested or not shown; [ ] = another dose, or the depositor's remark. Unless noted, calls come from the whole dose curve; as a rule, active = well fitted curve in the direction sought with a large enough effect; inconclusive = small, poorly fitted or top-dose-only effect, or another doubt; inactive = no such curve, though single readings can be large; an effect the other way counts as inactive or inconclusive. Potency is the fitted concentration of half-maximal effect. This is a subset. The share of hits here may be higher or lower than overall.
SMILES,L3MBTL1 inh,TRb-SRC2 inh,Tau fluor counter,Tau FP inhib,HTT cytoprotect,TR SRC2 fluor cs,Tau ThT inhib,RECQ1 helicase
COc1ccc(C(C#N)N2CCC(c3ccccc3)=N2)cc1OC (stereo unspecified),8%,-2%,-3%,-1%,26%[10 µM],-1%,u,i
Cc1ccc(-c2nnn(CC(=O)N(c3ccccc3F)C(CC(C)C)C(=O)NCC3CCCO3)n2)cc1 (stereo unspecified),-3%,-1%,-7%,-3%,-33%,-2%,-9%,-16%
Cc1cc(C(=O)Nc2c(F)c(F)c(F)c(F)c2F)n(-c2ccccc2)n1,-4%,2%,-2%,3%,-26%,0%,-5%,i
COc1ccccc1CNC(=O)CCc1c(C)nn(-c2ccc(N3CCCC3)nn2)c1C,x,1%,-2%,2%,x,-2%,-7%,x
CCOC(=O)CC(NS(=O)(=O)c1ccc(OC)c(C)c1)c1cccc([N+](=O)[O-])c1 (stereo unspecified),0%,3%,-15%,u,34%[10 µM],1%,-6%,-4%
Cc1cccc(CNc2cc(-c3ccccc3CN(C)C)ncn2)c1,x,-5%,-17%,-3%,-5%,-5%,-12%,-17%
O=c1c2ccccc2ncn1-c1cccc(Cl)c1,8%,-4%,2%,3%,2%[10 µM],-3%,-8%,i
CCN(CC)CC#CCC(O)(c1ccccc1)c1ccccc1,0%,-1%,2%,-1%,3%[10 µM],-2%,-2%,-5%
O=c1c2ccccc2nc(-c2ccccc2)n1Cc1ccc(Cl)cc1,x,5%,-14%,0%,-22%,0%,-13%,i
CN(Cc1cnccn1)Cc1ccccc1OCC(O)CN1CCc2ccccc2C1 (stereo unspecified),-5%,-4%,-10%,1%,6%[10 µM],0%,-10%,-10%
Cc1ccc(OCc2nc(-c3ccc(C(=O)N4CCN(c5cccc(C(F)(F)F)c5)CC4)cc3)oc2C)cc1,x,10%,-13%,8%,x,-7%,-14%,x
S=C(c1ccc(-c2ccc(Cl)c(Cl)c2)o1)N1CCOCC1,u,0%,-25%,-3%,-11%[10 µM],-2%,10µM*,-6%
CCOC(=O)c1ccc(-c2ccc(C(=O)Nc3cccnc3)o2)cc1,-1%,-3%,-20%,4%,-3%,1%,u,i
CCOC(=O)Cn1c(=O)oc2cc(S(=O)(=O)N3CCCc4ccccc43)ccc21,x,0%,u,-4%,13%,-3%,-17%,-14%
CCOC(=O)c1c(N2C(=O)CC(Sc3ccccc3C(=O)O)C2=O)sc2c1CCCC2 (stereo unspecified),1%,-4%,0%,-6%,-3%[10 µM],0%,u,i
Oc1csc(Cc2nc(-c3ccc(Br)cc3)cs2)n1,0%,6%,u,4%,7%,-3%,u,-3%
Cn1c(=O)c2c(nc(N3CCCCCC3)n2CC(O)COc2ccc(Cl)cc2)n(C)c1=O (stereo unspecified),-3%,-4%,-15%,3%,-25%[0.074 µM],-4%,-14%,0%
COc1c(/C=N/Nc2ccc([N+](=O)[O-])cc2[N+](=O)[O-])c(C)nn1-c1ccccc1,-5%,-1%,-22%,-1%,10%,1%,u,-7%
CCCNC(=O)NC(=O)COc1c(F)c(F)cc(F)c1F,1%,1%,-5%,0%,6%,0%,0%,-2%
COc1ccc(C2CC(=O)C3=C(C2)Nc2ncnn2C3c2ccccc2)cc1 (stereo unspecified),x,-1%,-1%,1%,-3%,0%,4%,-2%
COCc1c(C(=O)OCC(=O)c2c(N)n(CC(C)C)c(=O)n(C)c2=O)oc2ccccc12,4%,-5%,-20%,-4%,9%[4.97 µM],-2%,u,-13%
CCOC(=O)c1nn(-c2ccc(C)c(C)c2)c(=O)c2c(N)scc12,-9%,-2%,-15%,-5%,-30%,4%,-10%,-1%
COc1cc(-c2n[nH]c(=O)o2)cc(OC)c1OC,17%,1%,-4%,2%,14%[10 µM],-1%,-4%,-4%
COc1cc2c(cc1OC)C(COc1ccc3c(C)cc(=O)oc3c1)N(C(=O)c1ccc(C)c(C)c1)CC2 (stereo unspecified),x,-3%,6%,3%,x,-1%,5%,x
CN(c1ccccc1)S(=O)(=O)c1cccc(NC(=O)COC(=O)C2CCCCC2)c1,-4%,0%,u,u,1%[10 µM],-2%,-10%,-11%

# For convenience, some entries already given:
SMILES,L3MBTL1 inh,TRb-SRC2 inh,Tau fluor counter,Tau FP inhib,HTT cytoprotect,TR SRC2 fluor cs,Tau ThT inhib,RECQ1 helicase
COCc1c(C(=O)OCC(=O)c2c(N)n(CC(C)C)c(=O)n(C)c2=O)oc2ccccc12,4%,-5%,-20%,-4%,9%[4.97 µM],-2%,u,-13%
CCOC(=O)c1nn(-c2ccc(C)c(C)c2)c(=O)c2c(N)scc12,-9%,-2%,-15%,-5%,-30%,4%,-10%,-1%
COc1cc(-c2n[nH]c(=O)o2)cc(OC)c1OC,17%,1%,-4%,2%,14%[10 µM],-1%,-4%,-4%
COc1cc2c(cc1OC)C(COc1ccc3c(C)cc(=O)oc3c1)N(C(=O)c1ccc(C)c(C)c1)CC2 (stereo unspecified),x,-3%,6%,3%,x,-1%,5%,x
CN(c1ccccc1)S(=O)(=O)c1cccc(NC(=O)COC(=O)C2CCCCC2)c1,-4%,0%,u,u,1%[10 µM],-2%,-10%,-11%

# Further entries.
SMILES,L3MBTL1 inh,TRb-SRC2 inh,Tau fluor counter,Tau FP inhib,HTT cytoprotect,TR SRC2 fluor cs,Tau ThT inhib,RECQ1 helicase
Cc1ccc(/C=N/NC(=O)c2cccc(S(=O)(=O)Nc3ccccc3Cl)c2)o1,7%,6%,-16%,5%,6%[10 µM],-1%,-12%,-4%
COc1ccc(NS(=O)(=O)c2cccc(NC(=O)c3ccc(Cl)nc3)c2)cc1,0%,2%,-30%,-15%,14%[10 µM],-1%,-3%,i
Cc1ccc(NC(=O)NCc2ccc3c(c2)OCO3)cc1,x,1%,0%,-3%,-24%,-1%,-4%,0%
O=C(OCc1cccc([N+](=O)[O-])c1)c1cccnc1,-24%,4%,5%,1%,-20%,-1%,8%,i
Cn1c(NCc2ccccc2)nc2c1c(=O)n(Cc1ccccc1)c(=O)n2C,-17%,-3%,u,u,-18%[10 µM],-2%,-13%,-1%
O=C1C/C(=C\c2c(F)cccc2Cl)N2CCC1CC2,20%,2%,-1%,-4%,-29%,-4%,-2%,-6%
O=C(COCc1cc(-c2ccco2)on1)Nc1ccc(OC(F)(F)F)cc1,x,1%,-22%,u,x,u,-5%,x
CC1CCCC(NC(=O)CSc2ccc(F)cc2)C1C (stereo unspecified),u,-3%,-6%,2%,-22%,-1%,-4%,1%
COc1ccc(N2CC(C(=O)OCC(=O)c3ccccc3)CC2=O)cc1 (stereo unspecified),4%,-20%,-8%,-3%,14%,-1%,-7%,-13%
N#CC1(c2ccccc2)CCCN1C(=O)c1ccc(Br)cc1 (stereo unspecified),x,-4%,-14%,-11%,0%,-1%,1%,4%
Cc1c(Cl)c([N+](=O)[O-])nn1Cc1ccc(C(=O)N/N=C\c2cc(Cl)ccc2O)o1,4%,-5%,-21%,u,-65%[inhibitor],2%,-2%,0%
CCCCC(=O)Nc1ccc(C)c(O)c1,0%,3%,-6%,-2%,-17%,2%,-16%,0%
Cc1ccc(S(=O)(=O)/N=C(\CCl)N2CCOCC2)cc1,4%,-5%,-9%,-8%,x,2%,-15%,-10%
CC(NC(=O)c1ccccc1)C(=O)NC1=NCCS1 (stereo unspecified),6%,6%,3%,5%,8%,-5%,5%,i
N#C/C(=C/c1ccc(-c2cc(C(=O)O)cc(C(=O)O)c2)o1)c1nc2ccccc2s1,x,-9%,-18%,2%,-101%[inhibitor],4%,u,u
CC(=O)NC1C(O)C[C@@](O)(C(=O)O)OC1[C@@H](O)C(O)CO (stereo partly specified),x,-1%,0%,-4%,x,-1%,5%,-12%
CC1CCCN(CCCNC(=O)CN2C(=O)CSc3ccc(S(=O)(=O)N4CCOCC4)cc32)C1 (stereo unspecified),x,3%,4%,4%,x,-2%,6%,x
Oc1ccc(Nc2nnc(-c3ccc(O)cc3)c3ccccc23)cc1,-1%,1%,-17%,3%,9%[10 µM],-7%,-1%,-12%
O=C(Nc1ccc2c(c1)OCO2)c1cccc2c1C(=O)N(C1CCCCC1)C2,-8%,8%,-12%,2%,x,0%,-11%,10%
COC(=O)C(CCSC)NC(=O)c1cc2c(n(-c3ccc(Cl)cc3)c1=O)CCCC2=O (stereo unspecified),x,-2%,-12%,0%,x,2%,-9%,x
COCCN(Cc1cc2cc3c(cc2nc1Cl)OCO3)C(=O)Nc1ccc(OC)cc1,8%,-4%,-1%,10%,22%[10 µM],0%,-1%,-12%
CCn1cnc2scc(-c3ccccc3)c2c1=O,2%,-8%,3%,1%,-19%[0.074 µM],-4%,8%,-15%
O=C1C2C3C=CC(C3)C2C(=O)N1c1ccccc1 (stereo unspecified),x,-16%,5%,10%,20%,-1%,1%,i
Cn1ncc(N2CCN(C(=O)c3ccc(Cl)cc3)CC2)c(Cl)c1=O,7%,-5%,2%,-1%,11%[10 µM],0%,1%,6%
COC(=O)Nc1sc2nc(C)cc(C)c2c1-n1cccc1,-11%,-11%,-14%,-3%,9%[10 µM],-1%,-14%,-3%
C=CCOC(=O)C1=C(C)NC(SCC(=O)Nc2nccs2)=C(C#N)C1c1cccs1 (stereo unspecified),-9%,-9%,16µM*[quencher],-14%,-32%,1%,u,-12%
COc1cccc(NC(C)(C)c2nnnn2-c2c(C)cccc2C)c1,-14%,6%,-29%,2%,0%[10 µM],-1%,u,-9%
COC(=O)c1ccc(Cn2nc([N+](=O)[O-])c(Br)c2C)cc1,-11%,-3%,-9%,1%,-11%[10 µM],-5%,9%,-15%
COc1ccc(N2CCN(C(=O)c3cnn(-c4ccc(OC)cc4)c3C3CCN(C(=O)OC(C)(C)C)CC3)CC2)cc1,x,-5%,-17%,2%,x,-2%,u,x
